RXFP1 antagonist: blocks the human relaxin receptor RXFP1; activity change, negative = inhibition, % at 57.5 µM; Q9HBX9; actives 0.59% (n = 350,000); HEK293-RXFP1, relaxin-stimulated cAMP HTRF, 30 min; hits give low values;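 active = activity change of -60% or lower, but not beyond a set lower limit; inconclusive = change between -60% and -40%, or beyond the set limit; inactive = change above -40%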
Target sequence (Q9HBX9 whole entry, looked up): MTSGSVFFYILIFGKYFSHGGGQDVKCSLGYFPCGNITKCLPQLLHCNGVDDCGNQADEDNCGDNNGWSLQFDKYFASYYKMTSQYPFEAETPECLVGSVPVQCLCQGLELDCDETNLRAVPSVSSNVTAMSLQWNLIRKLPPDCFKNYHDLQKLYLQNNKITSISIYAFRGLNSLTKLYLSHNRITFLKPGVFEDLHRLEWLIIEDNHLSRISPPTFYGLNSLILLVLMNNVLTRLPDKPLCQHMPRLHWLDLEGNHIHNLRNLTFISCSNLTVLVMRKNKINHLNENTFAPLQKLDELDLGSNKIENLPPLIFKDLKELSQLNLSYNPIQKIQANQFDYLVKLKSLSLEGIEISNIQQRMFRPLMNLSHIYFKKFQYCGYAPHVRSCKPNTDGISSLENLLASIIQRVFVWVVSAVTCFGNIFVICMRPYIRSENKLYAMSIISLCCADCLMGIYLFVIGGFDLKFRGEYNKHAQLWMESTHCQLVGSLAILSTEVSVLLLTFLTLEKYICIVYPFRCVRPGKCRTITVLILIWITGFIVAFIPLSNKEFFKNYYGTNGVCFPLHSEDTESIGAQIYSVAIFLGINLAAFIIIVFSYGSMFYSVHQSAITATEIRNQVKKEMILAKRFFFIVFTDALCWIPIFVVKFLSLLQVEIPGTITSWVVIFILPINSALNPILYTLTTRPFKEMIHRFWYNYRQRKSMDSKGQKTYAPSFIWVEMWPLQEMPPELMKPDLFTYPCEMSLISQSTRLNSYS
* hit, by the source's call; u = inconclusive. % is set by controls: 0 for no effect and ±100 for the full control effect.

canonical_smiles | RXFP1 antagonist
COc1ccc(S(=O)(=O)N2CCN(CC(=O)c3c(N)n(C)c(=O)n(C)c3=O)CC2)cc1OC | 12
C[C@H](CO)N1C[C@H](C)[C@H](CN(C)C(=O)CCC(F)(F)F)OCc2cnnn2CCCC1=O | 7
COc1ccccc1CCC(=O)NNC(=O)Cn1nc(C)cc1C | 2
CN(C)Cc1cc(C(C)(C)C)cc(N2CCOCC2)c1O | -1
CCOCCCn1c(SCC(=O)NC2CCCCC2)nc2ccccc2c1=O | 0
Cc1nc(Cl)c(C#N)cc1-c1ccccc1 | -3
O=c1c([N+](=O)[O-])cc(C(F)(F)F)cn1Cc1c(Cl)cccc1Cl | 3
O=C(c1cccc(F)c1)N1C2C=CC(C2)C1(C(F)(F)F)C(F)(F)F (centres undefined) | -22
O=C(Cc1ccccc1)Nc1ncccc1Cl | 10
CCOC(=O)c1cc2c(=Cc3ccc(N(C)C)cc3)c3ccccc3n2[n+]1C | -31
COc1ccc(NC(=O)c2cc(F)cc(F)c2)cc1S(=O)(=O)N1CCCCC1 | 3
CCN(CC)CC(O)c1ccc2ccc3ccc(O)cc3c2c1 (centres undefined) | u

Some of the entries above, reformatted:
CN(C)Cc1cc(C(C)(C)C)cc(N2CCOCC2)c1O
  RXFP1 antagonist: -1

O=c1c([N+](=O)[O-])cc(C(F)(F)F)cn1Cc1c(Cl)cccc1Cl
  RXFP1 antagonist: 3

Cc1nc(Cl)c(C#N)cc1-c1ccccc1
  RXFP1 antagonist: -3

COc1ccc(S(=O)(=O)N2CCN(CC(=O)c3c(N)n(C)c(=O)n(C)c3=O)CC2)cc1OC
  RXFP1 antagonist: 12

The listing continues:
canonical_smiles | RXFP1 antagonist
CC(C)(C)OC(=O)N1CCc2onc(-c3ccc(Cl)cc3)c2C1=O | 14
CCOC(=O)CN1C(=O)S/C(=C/c2cc(C)n(C)c2C)C1=O | 11
Cc1cccc(C(=O)NCC(=O)NC2CCN(Cc3ccccc3)CC2)c1 | -8
O=C(COC(=O)c1cc(Cl)ccc1O)NNC(=O)c1ccccc1F | -1
Cc1cc(O)c(N=Nc2ccc(C(=O)O)cc2)cc1C | -16
C[C@H]1CN([C@@H](C)CO)S(=O)(=O)c2ccc(Br)cc2O[C@@H]1CN(C)C(=O)Nc1ccc2c(c1)OCO2 | 4
O=C(CCNC(=O)Cn1ccc2ccccc2c1=O)NCCN1CCN(c2ccccc2F)CC1 | 5
O=C(NNC1CCN(Cc2ccccc2)CC1)c1ccccc1 | -3
Cc1ccc(C(C)C)cc2c(C)ccc1-2 | -15
COc1cc(OC)c(C(=O)OCC(=O)Nc2ccc(N3CCOCC3)cc2)cc1OC | -4
O=C(NCCc1ccccc1F)C1CC(=O)N(c2cccc(C(F)(F)F)c2)C1 (centres undefined) | 1
COc1ccccc1C(=O)Nc1ccc(Nc2ccccc2)cc1 | -12
COC(C(=O)C(O)C(C)O)C1Cc2cc3cc(OC4CC(OC5CC(O)C(O)C(C)O5)C(O)C(C)O4)c(C)c(O)c3c(O)c2C(=O)C1OC1CC(OC2CC(OC3CC(O)C(OC)C(C)O3)C(O)C(C)O2)C(O)C(C)O1 (centres undefined) | -5
Cc1cccc(Nc2ccncc2S(N)(=O)=O)c1 | -11
COc1ccc(S(=O)(=O)N2CCOC2CNC(=O)C(=O)NCc2ccncc2)cc1C (centres undefined) | -6
CN(CC(=O)OCC(=O)NC1CCCC1)S(=O)(=O)c1ccc(Cl)cc1 | -37
Cc1nc2ccc3nc(NC(=O)c4ccco4)sc3c2s1 | -10
COc1ccc(CCN2CC(C(=O)Nc3nccs3)CC2=O)cc1OC (centres undefined) | -10
COc1ccc(CN2CCN(S(=O)(=O)c3ccc(C)cc3)CC2)cc1OC | 1
Cc1ccc2c(C)c(C(=O)N3CCN(c4ccncc4)CC3)oc2c1C | -5
Cc1ccsc1C(=O)OCC(=O)N(C)C1CCCCC1 | -4
COc1cc(CC(=O)Nc2cc(S(=O)(=O)N3CCOCC3)ccc2N2CCCC2)cc(OC)c1OC | -1
O=C(CSc1ncccn1)N1CCCCCC1 | 7
COc1cc(C(=O)N2CCCCCCC2)cc(OC)c1OC | 13
COc1ccc(NS(=O)(=O)c2ccc(N3CCCCC3)c(NC(=O)C(C)NC(N)=O)c2)cc1 (centres undefined) | -15
CCOC(=O)/C=C/C(=O)Nc1ccc(S(=O)(=O)Nc2cc(OC)nc(OC)n2)cc1 | 4
Cc1sc2nc(CN(Cc3ccccc3)C(=O)NC3CCCCC3)[nH]c(=O)c2c1C | -27
O=C(c1ccccc1F)N1CCCC(N2CCN(Cc3ccc4c(c3)OCO4)CC2)C1 (centres undefined) | -2
CC1(C)Cc2ccccc2C(NNC(=O)c2ccc(Br)o2)=N1 | -15
COc1cc(Br)c(CC2c3cc(OC)c(OC)cc3CCN2C)cc1OC (centres undefined) | -2
Cc1ccccc1NC(=O)c1cccc(NC(=O)c2ccccc2C(=O)O)c1 | 0
COc1ccc(C(=O)NCCCN2CCCC2=O)cc1S(=O)(=O)N1CCOCC1 | 4
Cc1nn(C)c(C)c1NC(=O)COc1ccccc1C#N | 3
O=C(Cc1ccc(Br)cc1)OCC(=O)N1CCOCC1 | -6
CC(C)OC(=O)N(C)C[C@H]1OCc2cnnn2CCCC(=O)N([C@H](C)CO)C[C@@H]1C | 8
Cc1sc2nc(C3CC3)nc(SCC(=O)N3CC(=O)Nc4ccccc43)c2c1C | -5

4 entries from above, arranged by the number in RXFP1 antagonist, descending.
canonical_smiles | RXFP1 antagonist
O=C(CCNC(=O)Cn1ccc2ccccc2c1=O)NCCN1CCN(c2ccccc2F)CC1 | 5
Cc1ccc2c(C)c(C(=O)N3CCN(c4ccncc4)CC3)oc2c1C | -5
Cc1cccc(C(=O)NCC(=O)NC2CCN(Cc3ccccc3)CC2)c1 | -8
O=C(c1cccc(F)c1)N1C2C=CC(C2)C1(C(F)(F)F)C(F)(F)F (centres undefined) | -22

Remaining list, next part
canonical_smiles | RXFP1 antagonist
COC(=O)C[C@@H]1C[C@H]2c3cc(NC(=O)Nc4ccccc4F)ccc3O[C@H]2[C@H](CO)O1 | -4
C(=NN=C1c2ccccc2-c2ccccc21)c1c[nH]c2ccccc12 | -11
Cc1nnc(Sc2nc3c(c(=O)n(C)c(=O)n3C)n2Cc2ccccc2Cl)s1 | -12
CCc1nnc(NC(=O)CSc2nc(C3CCCCC3)nc3ccccc23)s1 | 3
Clc1ccc(Cl)c(-c2nn3c(Cn4cnc5ccccc54)nnc3s2)c1 | -14
COc1ccc(C(=O)NCC(C)NC(=O)c2ccc(OC)cc2)cc1 (centres undefined) | 1
COc1ccccc1OCCNC(=O)c1ccc(C(C)(C)C)cc1 | -17
CC(=NNC(=S)N1CC2CCC(CC2)C1)c1ccncn1 | 18
COc1ccc(OC)c2sc(NC(=O)CCS(=O)(=O)c3ccccc3)nc12 | 3
Cc1noc(C)c1NC(=O)Nc1ccc2c(c1)C(=O)N([C@H](C)CO)C[C@H](C)[C@H](CN(C)C(=O)NC1CCCCC1)OCCCC[C@@H](C)O2 | 8
CC1CC1C(=O)N(C)CC(=O)Nc1ccccc1Br (centres undefined) | 3
COc1ccc(Cc2cnc(N)nc2N)cc1OC | -2
COC1OC2COC(c3ccccc3)OC2C(O)C1N (centres undefined) | -10
CC1CCN(C(=O)CSc2nnc3ccccn23)CC1 | -3
NC(=O)C1(Nc2ccc(C(=O)O)cc2)CCCC1 | 7
COC(=O)c1c(NC(=O)c2ccc(C(=O)c3ccccc3)cc2)sc2c1CC(C)(C)NC2(C)C | 1
CC(=NNC(=S)N1CCCC1)c1ccccn1 | 14
NC(=O)c1ccc(OCC(=O)N2CCNC2=O)cc1 | -4
CCC1=C(CC2NCCc3ccccc32)CC2c3cc(OC)c(OC)cc3CCN2C1 (centres undefined) | 2
O=C(Nc1ccccc1Cl)O/N=C(/c1ccccc1)c1ccccn1 | -19
CNC[C@@H]1OCc2ccccc2-c2ccccc2C(=O)N([C@@H](C)CO)C[C@@H]1C | 8
CCN(C(=O)Cn1cc(C(F)(F)F)ccc1=O)C1CCS(=O)(=O)C1 (centres undefined) | 1
CN(C)CCCN1C(=O)C(O)=C(C(=O)c2cc3ccccc3o2)C1c1ccccn1 (centres undefined) | 11
CC1(CCC(=O)O)C(=O)CCC2C1CCC1(C)C2CCC1(C)O (centres undefined) | -1
C=Cn1cc(CNC[C@H]2O[C@@H](n3cc(C)c(=O)[nH]c3=O)C[C@@H]2O)c(C)n1 | 10
CC(=Cc1ccccc1)C(=O)c1ccccc1 | 1
C[C@@H]1CN([C@H](C)CO)C(=O)CCCn2nncc2CO[C@H]1CN(C)S(=O)(=O)c1ccc(Oc2ccccc2)nc1 | -3
Cc1nc(SCC(=O)NC2CCCCC2C)nc(C)c1C (centres undefined) | -1
N#C/C(=C/C1=C(N2CCOCC2)C(=C/c2cccc([N+](=O)[O-])c2)/CC1)C(=O)Nc1ccccc1F | -10
O=C(NCCNCc1ccccc1)c1ccco1 | -5
CCCCN(C(=O)CSCc1ccc(C)cc1)c1c(N)n(Cc2ccccc2)c(=O)[nH]c1=O | -16
COc1cc(C(=O)N(C(C)C)C2CCCCC2)cc(OC)c1OC | 2
O=C(CN1CCN(c2ccccc2)CC1)N1N=CCC1c1ccccc1 (centres undefined) | -12
Nc1ccn([C@@H]2O[C@H](CNCc3cc(Br)ccc3OCc3ccccc3)[C@@H](O)[C@H]2O)c(=O)n1 | 9
Cn1c(=O)c(C(=O)c2ccc(S(C)(=O)=O)c(Cl)c2Cl)c(O)c2ccccc21 | -6
CCOC(=O)c1ccccc1NC(=O)Cc1ccc(S(=O)(=O)N2CCCC2)s1 | -1
Cn1nc(-c2ccccc2)c(C(=O)Nc2ccc(Cl)cc2)c1Cl | -1
O=C1C=CC(=Nc2ccc(F)cc2)O1 | -5
Nc1ccn([C@@H]2O[C@H](CNC(=O)[C@@H](Cc3cccnc3)NC=O)[C@@H](O)[C@H]2O)c(=O)n1 | 4
Cc1ccc(NC(=O)C2CCC(C(C)(C)C)CC2)cc1S(=O)(=O)N1CCOCC1 (centres undefined) | -8
CC(=O)Nc1cc2c(cc1Cl)-c1ccccc1C2O (centres undefined) | -1
Cn1c(CC(=O)NNC(=O)c2cncc(Br)c2)nc2ccccc21 | 1
CCN(CC)S(=O)(=O)c1ccc(N2CCOCC2)c(NC(=O)CN2C(=O)NC3(CCCC3)C2=O)c1 | 0
N[C@@H](CCC(=O)N[C@@H](CS)C(=O)NCC(=O)O)C(=O)O | -3
Cc1cc(NC(=O)COC(=O)C2=NN(c3ccccc3)C(=O)CC2)c([N+](=O)[O-])cc1C | 2
Cc1ccccc1N(CC(=O)N1CCN(Cc2ccccc2)CC1)S(C)(=O)=O | -3
CC(C)(C)Cc1c(-c2ccccc2)nc2ccc(Cl)cn12 | -13
CCc1cccc(C)c1NC(=O)COC(=O)CSCc1ccccc1 | 3
CCN(CC)c1ccc(S(=O)(=O)N2CCOCC2)cc1NC(=O)Nc1ccccc1 | -2
CCCC/C=C1/CCC(CN(C)C)C1=O (centres undefined) | -4
N#Cc1ccsc1NC(=O)CSc1nnc(NC2CC2)s1 | -3
Cc1nn(CC(=O)NC2CC2)c(C)c1S(=O)(=O)NC(C)(C)C | -8
O=C(CNC(=O)c1ccccc1)NCCCSc1ccccc1 | -18
CN1C(=O)[C@H]2[C@@H](c3ccc(C(F)(F)F)cc3)N[C@]3(CCCN(Cc4ccc(Cl)cc4)C3=O)[C@H]2C1=O | 8
Cc1cc(-c2ccccc2)nc(Nc2nc3c(C)cccc3c(=O)[nH]2)n1 | 14
COc1ccc(C(=O)COC(=O)c2cccs2)cc1 | 11
O=C(CCc1ccc(O)cc1)NN=Cc1ccc2c(c1)OCO2 | -1
Oc1cn2c(n1)Nc1ccc(Cl)c(Cl)c1C2 | -7
O=C1NC(=O)C2(CCCC2c2ccccc2)N1 (centres undefined) | -9
O=C(O)CCCCC(=O)O | -9

Remaining list, next part:
canonical_smiles | RXFP1 antagonist
Cn1nc(C(=O)Nc2ccccc2Cl)cc1C(=O)Nc1ccccc1Cl | 4
COc1ccc(CN2C(=O)C(CC(=O)NCc3cccc4ccccc34)CC(C(=O)N3CCOCC3)=C2C)cc1 (centres undefined) | -6
C=Cn1ccnc1CC(O)c1ccc(OC)cc1 (centres undefined) | 7
COc1ccc(CCN2CC(C(=O)N(C)CC(=O)Nc3ccc(F)c(F)c3F)CC2=O)cc1OC (centres undefined) | -3
Oc1c(CN2CCOCC2)cc(CN2CCOCC2)c(O)c1CN1CCOCC1 | -32
O=C(c1ccco1)N1N=C(c2ccccc2O)CC1c1cccs1 (centres undefined) | 3
CC(=NNC(=S)N1CCCCCC1)c1ccccn1 | 3
CC(=NNC(=O)c1ccncc1)c1ccc(Cl)cc1Cl | -6
Cc1ccc([C@H]2C[C@H](n3cc(COC(=O)c4ccccc4)nn3)[C@@H](O)CN2C(=O)C2CCCCC2)cc1 | -6
O=C1NN=C2CCCCCCCCCCC12 (centres undefined) | 12
C[C@H](CO)N1C[C@H](C)[C@@H](CN(C)C(=O)CCC(F)(F)F)OCc2cnnn2CCCC1=O | 1
COc1ccc2ccc3ccc(OC)c(OC(C)=O)c3c2c1 | 2
C[C@H](CO)N1C[C@H](C)[C@@H](CN(C)S(=O)(=O)c2cccc(C#N)c2)OCc2cnnn2CCCC1=O | 1
C[C@H](NC(=O)c1ncn2c1c(=O)[nH]c1ccc(Br)cc12)c1ccccc1 | 4
CC[N+](CC)(CC(=O)Nc1c(C)cccc1C)Cc1ccccc1 | -4
O=C(Nc1ccccc1Cl)Nc1ccnn1C1CCN(C(=O)C2CCOC2)CC1 (centres undefined) | 2
CCOC(=O)C1CC(=O)c2ccccc2C1c1ccccc1 (centres undefined) | -10
Cc1ccc(C(C(=O)NCc2ccco2)N(C(=O)CNC(=O)c2cccs2)c2ccc(C)cc2C)cc1 (centres undefined) | 12
COc1ccc(Cc2nc3ccccc3c(=O)n2N)cc1OC | -27
O=c1[nH]c(Sc2ccc([N+](=O)[O-])cc2[N+](=O)[O-])nc2ccccc12 | -1

Screening results: PubChem BioAssay, National Center for Advancing Translational Sciences (NCATS)

Not all compounds are listed (hit frequency here may not be typical).
